Screening results as filed in PubChem.
EWS-Fli block – EWS/Fli-driven NR0B1 reporter inhibitors, primary screen, A673 cells, NR0B1 luciferase, luminescence, MLPCN library. viability-normalised. inhibition, % at 12.6 µM. actives 0.67% (n = 350,000);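 active means mean inhibition of at least 50% after viability correction, with every replicate also passing that limit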;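 further: firefly luciferase signal divided by Alamar Blue viability fluorescence both relative to DMSO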
PGC1a acetyl inh – inhibitors of PGC1a acetylation signal, primary screen, cell-based, U2OS, AlphaScreen, inhibitor mode; AlphaScreen anti-acetyl-lysine; with virally co-expressed GCN5 acetyltransferase; inhibition, % at 15.6 µM; actives 0.17% (n = 350,000);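 active means every replicate shows inhibition of at least 40%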;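 further: 0% = neutral control wells and 100% = positive control wells; some results beyond the cut were filed as inactive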
Cneo AK release – Cryptococcus neoformans cell lysis inducers, primary screen, AK release luminescence, single concentration | actives 0.2% (n = 360,000) | lysis activity, % at 15 µM | C. neoformans lysis, adenylate kinase release luminescence, 4 h; normalised: neutral wells 0, clomiphene wells 100;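 active means mean lysis activity across replicates of at least 80%, whatever share of replicates individually reach that level; inactive means mean lysis activity below 80%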
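Material – log-phase Cryptococcus neoformans yeast cells · Input – 5 × 10^6 yeast cells/mL · Medium – fresh YPD growth medium · Doses – single compound concentration per well · Timing – static 4 h at 37 °C with compound, 1 h detection · Detection – adenylate kinase release luminescence · Read-out – signal increase indicating cell lysis · Control set – Clomiphene as positive lysis control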
miR122 inh – miR-122 Renilla sensor signal increase in Huh7, primary screen, miR-122 inhibitor project, cell-based, single point, plate reader | Huh7 miR-122 Renilla luciferase sensor, 48 h; neutral wells = 0, positive control = 100 | activation (reporter increase), % at 12.5 µM | actives 0.3% (n = 340,000) | AID 602342, 2012;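 active means mean replicate activation score at least 90 and every replicate individually at or above 90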;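 further: higher luciferase means less miR-122 activity so hits act as miR-122 inhibitors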
LGR2 inh – inhibitors of bursicon-induced LGR2 CRE-luciferase signal, primary screen, cell-based, HEK293, CRE-luciferase reporter, bursicon stimulation; Drosophila bursicon receptor LGR2 (rickets); bursicon-stimulated, 4 h; inhibition, % at 9.99 µM; actives 0.35% (n = 380,000);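 active means drop in luminescence signal, shown as inhibition above about 50% in the replicate tests, limit read from the data, passing the limit was not always enough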;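 further: agonist challenge used bursicon conditioned medium at about half maximal strength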
Casp6 inh – human caspase-6 inhibitors, primary screen, biochemical, VEID-R110 fluorescence, single point, set 2; P55212; purified caspase-6, Z-VEID-R110 cleavage fluorescence; inhibition, % at 12.5 µM; actives 0.53% (n = 350,000);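 active means mean inhibition across replicates at least about 35%, with every replicate also reaching that limit, limit read from the data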;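 further: 0% = median of neutral control wells and 100% = no fluorescence left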
Target sequence (P55212 24-179 limits assumed): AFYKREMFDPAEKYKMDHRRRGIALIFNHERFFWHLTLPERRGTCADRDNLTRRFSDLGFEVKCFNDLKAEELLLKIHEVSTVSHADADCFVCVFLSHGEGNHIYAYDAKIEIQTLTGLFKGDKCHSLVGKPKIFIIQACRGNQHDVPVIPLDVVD
Target sequence (P55212 194-293 limits assumed): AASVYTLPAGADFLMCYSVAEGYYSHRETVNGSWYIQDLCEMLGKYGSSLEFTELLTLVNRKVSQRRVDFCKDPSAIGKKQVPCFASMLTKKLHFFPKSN
FN deposition inh – inhibitors of fibronectin matrix deposition, primary screen, AH1F cells, Alexa488-fibronectin fluorescence, plate reader. AH1F fibroblasts, overnight. inhibition, % at 12.6 µM. actives 0.086% (n = 350,000);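 active means mean inhibition across replicates of 30% or more, regardless of how many single replicates reach that level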;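 further: positive control wells lacked labelled fibronectin entirely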
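material = AH1F fibroblast monolayer depositing Alexa488-labelled fibronectin into matrix | amount = 10000 AH1F cells/well | buffer or medium = DMEM plus 2% serum, read in PBS | incubation = 1 h cell adhesion before compound, then overnight fibronectin incubation | detection = fluorescence at 485 nm excitation, 525 nm emission | evaluation = percent inhibition as loss of matrix-bound fibronectin fluorescence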
PAX8 reporter – inhibitors of PAX8-driven TPO luciferase reporter, primary screen, RMG-I cells, single concentration; AID 652154, 2013; actives 1.2% (n = 360,000); inhibition, % at 12.6 µM; SteadyGlo, 24 h;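 active means mean replicate inhibition at least 60% with every replicate also reaching 60%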;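 further: luciferase light reporting Pax8 driven TPO promoter activity; plate controls were median of neutral control wells for no effect and mitoxantrone controls for full effect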
Active calls of the source: *; nt = not tested or not shown; [ ] = dose if it differs, or a comment. Outcome played no part in choosing rows; overall some 2.5% were active at least once.

SMILES	EWS-Fli block	PGC1a acetyl inh	Cneo AK release	miR122 inh	LGR2 inh	Casp6 inh	FN deposition inh	PAX8 reporter
COCCCNC(=O)c1ccc(Cn2c(=O)c3ccccc3n(CC(=O)NCCc3ccc(OC)c(OC)c3)c2=O)cc1	1.6	3.3	2.5	-8.7	-6.9	0.5	-3.2	0.6
O=C(CCN1CCCCC1)NCC[C@H]1CC[C@H](NC(=O)C2CCCC2)[C@H](CO)O1	-1.6	-4.3	-4.4	nt	0.8	-0.1	nt	-14.6
C[C@H]1CN([C@@H](C)CO)C(=O)c2cc(NC(=O)CCN3CCOCC3)ccc2O[C@@H]1CN(C)C(=O)Nc1ccc(F)cc1	1.0	5.2	-1.6	-2.6[16.7 µM]	2.8	2.7	1.5	6.7
COc1ccc(C(=O)CCNc2ccc(F)cc2)cc1	18.7	11.1	nt	nt	-37.9	0.2	-5.7	-34.4
CCOC(=O)c1sc(N(C)C(C)=O)nc1C	nt	3.8	1.2	7.0	nt	nt	-9.7	-13.1
COc1ccc(OC)c(C(=O)c2coc3ccc(O)c(CN4CCOCC4)c23)c1	nt	-13.4	3.9	-2.1	nt	nt	-7.0	0.4
C/C(=N\NC(N)=S)c1cccnc1	-0.9	1.6	1.2	-4.5	5.8	3.1	7.0	7.8
COC(=O)CN1C(=O)[C@H]2[C@@H](c3ccc(C)o3)N3C(=O)CN(CC4CC4)C(=O)[C@@]3(Cc3ccccc3)[C@H]2C1=O	-2.1	-0.2	nt	0.7	nt	1.2	-5.1	-8.0
CN(C)C(=O)c1ccc(-c2nnc(OCc3nc4ccccc4n3C)c3ccccc23)cc1	-4.4	2.6	nt	nt	8.0	-1.5	2.1	-6.3
O=C(C[C@@H]1C=C[C@@H](NC(=O)c2ccc3c(c2)OCO3)[C@@H](CO)O1)NCc1ccc(Cl)cc1	3.8	-1.2	-2.1	nt	-10.9	1.9	nt	26.6
CN(C)C(=O)c1cccc(-c2ccc([C@@H]3[C@@H](CO)N4C(=O)CN(C(=O)C5CCCCC5)C[C@@H]34)cc2)c1	-0.5	-7.5	nt	nt	1.8	2.1	8.9	-0.5
Cc1cccc(-n2ncc3c2CCCC3NC(=O)CN2CCOC2=O)c1C (centres undefined)	nt	5.0	-0.6	-3.3	-8.1	-4.6	-15.8	-2.2
C=CCOc1c2ccc(C(=O)NCc3ccc(OC)cc3)cc2nn1C	4.9	-7.3	0.1	-4.3	5.9	-2.6	-1.4	8.0
CCCNC(=O)N(C)C[C@@H]1Oc2ncc(-c3ccc(OC)cc3)cc2C(=O)N([C@@H](C)CO)C[C@H]1C	3.0	-3.9	-2.2	-7.2[16.7 µM]	15.4	-1.2	nt	nt
OC1(c2ccc(OC(F)F)cc2)CSC(=Nc2cccnc2)N1Cc1ccco1 (centres undefined)	-13.4	-16.1	nt	nt	5.7	-1.5	2.2	16.2
COCCNC(=O)CN1C(=O)NC2(CCCCCC2)C1=O	-2.9	nt	nt	nt	1.7	-4.7	27.0	-2.3
CCCC#Cc1ccc([C@@H]2[C@@H](C#N)N(C(=O)C3CCCCC3)[C@H]2CO)cc1	13.8	4.3	-1.0	nt	4.3	0.6	-11.0	82.5*
Cc1cc(C=O)c(C)n1-c1cc(C(=O)O)cc(C(=O)O)c1	4.1	-2.0	nt	nt	-31.5	41.3*	3.4	-1.5
Cc1nn(-c2ccccc2)c(Cl)c1/C=N/NC(=O)c1[nH]ncc1Br	2.6	nt	-13.3	nt	17.2	2.9	-4.3	-98.3
O=C(NCc1ccccc1Cl)[C@H]1[C@H](CO)[C@H]2Cn3c(cccc3=O)[C@H]2N1C(=O)C1CCC1	-0.4	nt	2.2	-5.0[16.7 µM]	17.7	-3.0	nt	-12.8
CCC(=O)N1C[C@H](C)[C@H](OC)CN(C)C(=O)c2cc(NC(=O)c3ccccc3)ccc2OC[C@H]1C	-5.3	-4.4	-2.4	3.9[16.7 µM]	-3.1	nt	-15.2	nt
C[C@H](CO)N1C[C@H](C)[C@H](CN(C)Cc2ccc(Oc3ccccc3)cc2)Oc2ccc(NC(=O)C3CCCCC3)cc2C1=O	11.9	-14.3	nt	-1.6[16.7 µM]	18.3	nt	nt	nt
CCOC(=O)c1ccc(NC(=S)NCCCN2CCN(C3CCCCC3)CC2)cc1	3.3	0.0	-2.1	0.1	3.8	-36.9	-7.5	-3.0
O=C(C[C@H]1C=C[C@@H](NC(=O)C2CCC2)[C@@H](CO)O1)NCc1ccncc1	-7.1	0.3	-1.7	nt	4.2	-0.2	-4.6	-16.6
CCCC(=O)NC(Nc1ccc(S(=O)(=O)Nc2cc(C)on2)cc1)(C(=O)OCC)C(F)(F)F (centres undefined)	nt	8.1	0.6	1.8	nt	nt	0.1	11.2
Cc1ccc(CONC(=O)c2ccccc2)cc1	-83.8	3.0	-1.2	0.0	-24.9	3.7	-0.9	-132.9
Cc1cc(C)nc(NC(=O)c2ccc(Br)s2)n1	-10.0	6.4	-0.6	-3.6	-2.9	0.1	-0.9	8.1
COCC(=O)N1[C@H](CO)[C@H](c2ccccc2-c2cccc(OC)c2)[C@@H]1C#N	-3.6	-2.9	nt	nt	5.7	1.2	-6.9	7.4
C/C=C/c1ccc([C@H]2[C@@H](C#N)N(C(=O)CN3CCOCC3)[C@@H]2CO)cc1	-2.2	5.3	-2.0	nt	0.0	4.0	-1.6	-6.3
Cc1ccc2c(c1)NC(=O)C(CC(=O)NCCCN1CCN(c3cc(Cl)ccc3C)CC1)O2 (centres undefined)	9.7	nt	-0.1	nt	-6.0	1.7	-3.8	28.0

Looked up above:
C/C=C/c1ccc([C@H]2[C@@H](C#N)N(C(=O)CN3CCOCC3)[C@@H]2CO)cc1 – EWS-Fli block: -2.2
CCOC(=O)c1ccc(NC(=S)NCCCN2CCN(C3CCCCC3)CC2)cc1 – miR122 inh: 0.1
CCCC(=O)NC(Nc1ccc(S(=O)(=O)Nc2cc(C)on2)cc1)(C(=O)OCC)C(F)(F)F (centres undefined) – PAX8 reporter: 11.2

More structures follow:
SMILES	EWS-Fli block	PGC1a acetyl inh	Cneo AK release	miR122 inh	LGR2 inh	Casp6 inh	FN deposition inh	PAX8 reporter
Cc1ccc(CNC(=O)C2CCCN(S(=O)(=O)c3cnc[nH]3)C2)cc1 (centres undefined)	-4.5	-2.8	2.0	-4.0	-7.5	-1.0	-18.8	11.4
COC(=O)Cc1[nH]n(-c2nc3ccccc3s2)c(=O)c1C(C)=Nc1ccc(Cl)cc1	5.7	nt	nt	nt	-4.7	11.1	-2.0	-99.8
COc1ccccc1NC(=S)NCC1CCCCC1	3.1	-6.2	5.7	181.6*	5.7	3.6	-2.5	12.6
COc1ccccc1Cc1c(-c2ccc(Cl)cc2)nc2ccc(Cl)cn12	-104.9	15.8	2.7	13.7	-75.3	9.3	nt	-182.3
CCCCC1S/C(=N/N=C/c2ccc(OC)cc2)N(Cc2ccc(OC)cc2)C1=O (centres undefined)	nt	0.3	0.2	-1.1	nt	nt	-8.3	nt
COc1ccc(Nc2nc(N)nc(CSC(=S)N3CCN(c4ccccc4)CC3)n2)cc1	13.7	nt	nt	nt	-3.5	-0.4	7.8	34.3
COc1ccc(F)cc1C(=O)C1CCCN(C(=O)c2ccc(C(C)=O)s2)C1 (centres undefined)	-5.8	15.2	-3.9	nt	-11.1	8.0	1.2	11.6
C=CCNC(=S)NNC(=O)CC12CC3CC(CC(C3)C1)C2	7.7	11.2	0.1	-5.8	25.2	0.7	-8.5	-7.7
O=C1CNC(=O)/C(=C/c2ccco2)N1	-2.7	4.0	-1.0	-0.3	-12.5	9.4	3.1	-0.3
O=C(C1CC2C=CC1C2)N1CCN(c2ccccc2)CC1 (centres undefined)	-11.5	nt	0.3	-4.0	-0.1	-2.4	2.5	-10.9
O=C1c2ccccc2C(=O)N1n1c(=O)[nH]c2ccccc2c1=O	nt	6.5	3.2	-2.0	18.7	nt	-2.4	nt
Cc1ccc2c(Cl)cc(Cl)c(OCC(=O)N(C(C)C)C(C)C)c2n1	4.7	-6.0	nt	nt	17.1	-0.3	nt	22.6
Cc1c(NC(=O)C(C)OC(=O)COc2ccccc2)c(=O)n(-c2ccccc2)n1C (centres undefined)	-8.8	0.4	nt	nt	0.0	-0.3	nt	-7.6
C[C@H]1CN([C@@H](C)CO)C(=O)c2cc(NC(=O)CCCCCC(=O)Nc3ccccc3N)ccc2O[C@@H]1CN(C)C(=O)Nc1ccc(C(F)(F)F)cc1	2.3	8.5	nt	nt	-16.8	5.0	7.8	17.5
N#CCC(=O)Nc1ccc(C(=O)NNC(=S)NC2CCCCC2)cc1	-0.2	-8.7	-0.1	5.8	nt	1.6	-2.1	-2.5

Compound profiles (already shown). Values in the order: EWS-Fli block	PGC1a acetyl inh	Cneo AK release	miR122 inh	LGR2 inh	Casp6 inh	FN deposition inh	PAX8 reporter
C[C@H]1CN([C@@H](C)CO)C(=O)c2cc(NC(=O)CCCCCC(=O)Nc3ccccc3N)ccc2O[C@@H]1CN(C)C(=O)Nc1ccc(C(F)(F)F)cc1 is listed as 2.3	8.5	nt	nt	-16.8	5.0	7.8	17.5
COc1ccccc1Cc1c(-c2ccc(Cl)cc2)nc2ccc(Cl)cn12 is listed as -104.9	15.8	2.7	13.7	-75.3	9.3	nt	-182.3
O=C(C1CC2C=CC1C2)N1CCN(c2ccccc2)CC1 (centres undefined) is listed as -11.5	nt	0.3	-4.0	-0.1	-2.4	2.5	-10.9

The list goes on:
SMILES	EWS-Fli block	PGC1a acetyl inh	Cneo AK release	miR122 inh	LGR2 inh	Casp6 inh	FN deposition inh	PAX8 reporter
C[C@H](CO)N1C[C@H](C)[C@@H](CN(C)C(=O)NC2CCCCC2)Oc2c(NS(=O)(=O)c3ccc(Cl)cc3)cccc2C1=O	-1.4	1.5	-1.5	19.8[16.7 µM]	-2.9	0.4	-13.0	-8.6
COC(=O)C1C(c2ccccc2)C(C(=O)N2CCN(C)CC2)C1c1ccccc1 (centres undefined)	nt	nt	0.0	3.9	nt	nt	-9.1	-8.1
COc1ccccc1-c1cccc([C@@H]2C[C@H]3[C@H](CON3C)CN2C)c1	-5.1	-29.4	-0.1	4.3	-12.0	-0.1	4.7	-9.3
Fc1cccc(CN2CCSCC2)c1	1.7	-6.7	-4.4	0.5	7.3	-2.2	-13.4	-14.9
CCOC(=O)c1cccc(NC(=O)Cn2nc(C)n3cccc3c2=O)c1	nt	3.4	15.4	nt	0.2	0.3	-2.7	-8.9
CCCNC(=O)c1nc2ncc(Br)cn2n1	nt	-1.7	1.3	-2.4	nt	nt	8.7	-6.9
COc1ccc(NC(=O)N2CCCCN3[C@H](CO)[C@H](c4ccc(C5=CCCC5)cc4)[C@H]3C2)cc1	18.4	-45.7	-0.7	-12.9[16.7 µM]	nt	-0.3	nt	42.9
O=C(C[C@H]1CC[C@H]2[C@@H](COC[C@@H](O)CN2C(=O)c2cccnc2)O1)Nc1ccc(-c2ccccc2)cc1	-6.8	4.7	0.5	4.1[16.7 µM]	7.5	1.9	-4.5	23.7
Cn1ccc(=Nc2ccc(NC(=O)c3ccc(N=c4ccn(C)c5ccc([N+](=O)[O-])cc45)cc3)cc2)cc1	-23.0	nt	nt	nt	7.6	nt	-5.0	79.6*
CCC(COC(=O)c1ccccc1)Oc1cc(NCc2ccccc2)c2ncn(C(C)C)c2c1 (centres undefined)	-3.6	-13.6	3.8	10.1	-3.2	nt	-6.3	64.1*
